Screening data: PubChem BioAssay, several laboratories
Wee1 degr inh: human Wee1 degradation inhibition, primary screen; P30291; HeLa Luc-Wee1K328M stability, luciferase luminescence; 100% = proteasome inhibitor MG132 effect; reporter increase, % at 5 µM; hit rate 1.2% among 220,000; AID 1321;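 active = activation above the mean of all tested compounds plus 3 SD, set per screening run, cut at about 8.8% in these data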;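 note: cells exposed to compound for 20 h before luminescence read; 0% = DMSO alone and 100% = MG132 at 30 µM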
Furin inhibitor: inhibitors of human furin; P09958; purified furin, fluorogenic substrate cleavage; inhibition, % at 30 µM; hit rate 0.061% among 220,000; in the data active = inhibition above about 25%; note: inactives centre near -15
Thrombin inh: blocks human thrombin protease activity. P00734. alpha-thrombin, Boc-VPR-AMC fluorogenic substrate cleavage. inhibition, % at 5 µM. AID 1046. hit rate 0.26% among 220,000;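 active = inhibition at or above 40%; inactive = inhibition below 40%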;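 note: 0% = enzyme with no compound and 100% = wells without enzyme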
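signal = AMC fluorescence, 355/460 nm | material = human alpha-thrombin enzyme | control set = enzyme without compound as high, wells lacking enzyme as low | times = reaction at room temperature | read-out basis = percent inhibition scaled between no-compound controls and no-enzyme blanks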
KLK5 inh: blocks human kallikrein 5 protease activity; Q9Y337; recombinant hK5, fluorogenic AMC substrate cleavage; inhibition, % at 5 µM; hit rate 0.59% among 210,000; AID 873;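 active = inhibition of 40% or more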;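 note: 0% = enzyme controls without compound and 100% = no-enzyme blanks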
Target sequence (Q9Y337 67-293 limits assumed): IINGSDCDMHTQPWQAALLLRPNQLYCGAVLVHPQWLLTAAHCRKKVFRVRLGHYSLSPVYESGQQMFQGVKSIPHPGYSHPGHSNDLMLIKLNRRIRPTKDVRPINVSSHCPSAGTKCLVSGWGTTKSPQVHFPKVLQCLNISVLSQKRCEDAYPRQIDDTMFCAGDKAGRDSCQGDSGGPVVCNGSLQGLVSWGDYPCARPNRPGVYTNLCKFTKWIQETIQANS
FXIIa inh: factor XIIa (human) inhibition; hit rate 0.3% among 220,000; inhibition, % at 5 µM; purified FXIIa, Boc-QGR-AMC fluorogenic substrate, 2 h; in the data active = inhibition above about 40%;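 note: 0% = enzyme with no compound and 100% = blank without enzyme; many of its hits are not listed in these tables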
Target sequence (P00748 20-372 limits assumed): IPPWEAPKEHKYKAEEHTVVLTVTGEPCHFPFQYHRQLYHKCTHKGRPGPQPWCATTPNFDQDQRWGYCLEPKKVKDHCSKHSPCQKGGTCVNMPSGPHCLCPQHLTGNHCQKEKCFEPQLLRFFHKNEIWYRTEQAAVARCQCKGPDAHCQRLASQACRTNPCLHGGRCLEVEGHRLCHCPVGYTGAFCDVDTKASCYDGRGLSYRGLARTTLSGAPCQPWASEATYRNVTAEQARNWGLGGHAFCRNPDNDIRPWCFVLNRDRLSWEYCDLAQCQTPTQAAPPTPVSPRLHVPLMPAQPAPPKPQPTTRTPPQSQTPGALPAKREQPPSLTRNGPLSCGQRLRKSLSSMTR
Target sequence (P00748 373-615 limits assumed): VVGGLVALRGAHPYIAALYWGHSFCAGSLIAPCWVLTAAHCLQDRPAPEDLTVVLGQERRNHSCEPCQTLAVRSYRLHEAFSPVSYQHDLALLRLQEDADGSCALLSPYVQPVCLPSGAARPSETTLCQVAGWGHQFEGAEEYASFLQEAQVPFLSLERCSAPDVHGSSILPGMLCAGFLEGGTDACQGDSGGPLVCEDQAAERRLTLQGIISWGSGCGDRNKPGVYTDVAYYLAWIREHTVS
FXIa inh 1536: inhibitors of human coagulation factor XIa | P03951 | purified FXIa, Boc-Glu-Ala-Arg-AMC fluorogenic substrate | inhibition, % at 5 µM | hit rate 0.14% among 220,000 | AID 798;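 active = inhibition of at least 40%; inactive = inhibition below 40%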;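 note: fluorescence of freed AMC excited at 355 nm; 0% = enzyme without compound and 100% = no enzyme blank; many of its hits are not listed in these tables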
p97 ATPase inh: human p97 ATPase inhibition; P55072; recombinant p97 ATPase, Kinase-Glo ATP luminescence, 3 h; inhibition, % at 8 µM; hit rate 0.42% among 220,000; in the data active = inhibition above about 15%;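 note: 0% = DMSO vehicle and 100% = wells lacking enzyme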
Cl transport mod: modulators of human KCC2 chloride dependent transport; KCC2 cells, thallium flux FluoZin-2 fluorescence; Q9H2X9; hit rate 2.2% among 190,000; B-score of Tl+ flux slope (higher = more flux/activation; lower = inhibition) at 10 µM; AID 1456;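 active = thallium flux slope and its plate-corrected score both differing from the plate sample mean at a set confidence after two filtering rounds, in either direction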;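 note: slope of fluorescence scaled to starting intensity during 10 to 20 s after thallium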
PERK inh: human PERK inhibition, primary cell-based screen | Q9NZJ5 | CHO PERK-DD fusion, SEAP luminescence translation reporter | inhibition, % at 5.6 µM | hit rate 0.17% among 220,000 | AID 1416;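 active = inhibition above the mean inhibition of all tested compounds plus 3 SD, set separately per screening campaign, cut at about 2.9% in these data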;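 note: PERK kinase domain activated by AP20187 dimerizer at 100 nM; 0% = DMSO with dimerizer and 100% = rapamycin at 8.4 µM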
* marks the source's active call; other numbers are inactive results; . = no result given; [ ] = dose if it differs, or a comment.

Codes – A = Wee1 degr inh; B = Furin inhibitor; C = Thrombin inh; D = KLK5 inh; E = FXIIa inh; F = FXIa inh 1536; G = p97 ATPase inh; H = Cl transport mod; I = PERK inh
CN(c1ccccc1)S(=O)(=O)c1ccc(C(=O)Nc2nnc(-c3ccc(F)cc3)o2)cc1
  A: -6; B: -23; C: 1; D: -81; E: 6; F: -2; G: 7; H: 18*; I: 2.1
COC(=O)c1sccc1NC(=S)Nc1ccc(F)cc1
  A: 4; B: 4; C: 1; D: -6; E: -20; F: 3; G: -4; H: 1.1; I: -0.1
Cc1nn(-c2ccccc2)c(Cl)c1C(=O)Nc1nnc(C2CCCC2)s1
  A: 4; B: -13; C: -2; D: -8; E: 3; F: -3; G: -5; H: -0.14; I: -1.6
Cc1cc(C(=O)NCc2ccc(F)cc2)n(-c2ccccc2)n1
  A: -1; B: -14; C: -2; D: 1; E: 7; F: -3; G: 3; H: 0.78; I: -1.1
COc1cccc(NC(=O)CN2CCN(S(=O)(=O)c3ccc(F)cc3)CC2)c1
  A: -1; B: -18[20 µM]; C: -2; D: -5; E: 7; F: 3; G: -5; H: 0.23; I: -1.2
COc1ccc(NC(=O)/C(Cl)=C(/Cl)S(=O)(=O)Cc2ccc(C)cc2)cn1
  A: 2; B: -22[20 µM]; C: 6; D: -7; E: 30; F: 20; G: 12; H: -1.1; I: -1.4
COc1nnc(-c2ccccc2)s1
  A: 2; B: -3; C: -3; D: -12; E: 0; F: -7; G: -2; H: -0.96; I: 0.4
O=C(O)c1cc(O)ccc1NC(=O)c1cccc2ccccc12
  A: 0; B: -12; C: -5; D: -2; E: 4; F: 0; G: 14; H: -1.5; I: 0.3
COc1ccc(N2CCN(C(=O)CCNC(=O)c3ccccc3)CC2)cc1
  A: 0; B: -11; C: -3; D: -11; E: 2; F: -7; G: 0; H: 0.056; I: -0.1
COc1cc(CCCN2C(N)=NC[C@H]2Cc2ccc(O)cc2)cc(OC)c1OC
  A: .; B: -29; C: 0; D: -1; E: 9; F: 0; G: .; H: 0.69; I: .
CCN1CCn2c3c(c4cc(Cl)ccc42)CCCC31 (stereo unspecified)
  A: -3; B: -16; C: 4; D: 6; E: 14; F: 2; G: -13; H: .; I: -0.1
CCOC(=O)CCCC(=O)N1CCOCCOCCN(C(=O)CCCC(=O)OCC)CCOCCOCC1
  A: 0; B: -15; C: 12; D: -1; E: 3; F: -1; G: 4; H: 0.4; I: 1.7
CCC(C)[C@H](NC(=O)OC(C)(C)C)C(=O)N/N=C/c1cccc2nccnc12 (stereo partly specified)
  A: -1; B: -4[20 µM]; C: -9; D: -21; E: -8; F: -6; G: -9; H: 0.16; I: -1.4
COc1ccc(-c2[nH]c(-c3cccc(OC)c3)nc2SCC(=O)NC2CCCC2)cc1
  A: -3; B: -17; C: 0; D: -6; E: 13; F: 7; G: 5; H: -1.5; I: -0.2
OCCn1c(SC2CCCCC2)nc2ccccc21
  A: -1; B: -29[20 µM]; C: -4; D: -7; E: 3; F: -4; G: -2; H: -0.11; I: -0.7
O=C(Cn1cnc2cc([N+](=O)[O-])ccc2c1=O)Nc1ccccc1-c1ccccc1
  A: 2; B: -23; C: 1; D: 4; E: 6; F: 13; G: 2; H: 0.14; I: 0.9
O=S(=O)(Nc1nccs1)c1ccc(NS(=O)(=O)c2cccs2)cc1
  A: -1; B: -21[20 µM]; C: 4; D: -5; E: 20; F: 10; G: 4; H: -0.95; I: 1.4
Cc1ccc(N(CC(=O)N/N=C/c2cccs2)S(C)(=O)=O)cc1
  A: 5; B: -1; C: -1; D: -14; E: 7; F: 4; G: 4; H: -0.32; I: 0.4
O=C(NCCCc1ccccc1)c1ccc(Br)o1
  A: 1; B: -5[20 µM]; C: 38; D: 49*; E: 20; F: 1; G: 1; H: 0.78; I: 0.7
CN1CCN(c2ccc(Cl)cc2NC(=O)c2ccc(S(=O)(=O)N3CCCCCC3)cc2)CC1
  A: 2; B: -13; C: -7; D: -2; E: 7; F: 4; G: -4; H: 0.26; I: -1.1
Cc1cc(C)cc(NC(=O)CN(c2ccc(F)cc2)S(C)(=O)=O)c1
  A: -2; B: 0; C: -4; D: 2; E: 8; F: -2; G: -3; H: 0.33; I: 0.5
O=C(COc1ccccc1/C=C1\SC(=O)NC1=O)Nc1ccccc1
  A: -2; B: -14; C: 0; D: 34; E: 28; F: 33; G: -2; H: -4.5*; I: -0.3
CC(C)(C)c1cc(C(=O)NN)n(Cc2ccc(Cl)cc2Cl)n1
  A: 0; B: -29; C: -2; D: 3; E: 3; F: 10; G: -1; H: -0.32; I: 1.8
Cc1nc2c(sc3nc4c(cc32)COC(C)(C)C4)c(=O)n1CC(=O)NCc1ccco1
  A: 9.3*; B: -15; C: 0; D: -6; E: 14; F: 8; G: -9; H: -0.17; I: -1.2
O=[N+]([O-])c1ccc(OCc2nnc(-c3ccccc3)o2)cc1
  A: -1; B: -5; C: -2; D: -1; E: 1; F: -2; G: -7; H: 2.1; I: -1.6
Cc1cc(C)nc(/N=C(\N)Nc2ccc(C(C)C)cc2)n1
  A: 6; B: -13; C: 1; D: 2; E: 8; F: 3; G: 5; H: -1; I: -1.9
COc1cc2[nH]c(=O)n(CCC(=O)N3CCN(Cc4ccc5c(c4)OCO5)CC3)c(=O)c2cc1OC
  A: -3; B: -29; C: -10; D: -4; E: 8; F: -1; G: 3; H: 0.48; I: 0.6
COCCn1c(SCC(=O)N2CCCCC2)nc2ccccc2c1=O
  A: -1; B: -23; C: 0; D: 3; E: 10; F: -4; G: 3; H: .; I: -0.9
COc1cc(CNCCSc2nnnn2C)cc(Br)c1OCc1ccccc1
  A: 1; B: -16; C: -1; D: .; E: 10; F: 3; G: -2; H: 0.12; I: -0.4
Clc1cc(Cl)c(OCc2nc(-c3ccccn3)no2)cc1Cl
  A: 1; B: -11[20 µM]; C: -15; D: 1; E: -7; F: -1; G: 3; H: 1.1; I: 2.2

Quoted from the listing (5 entries):
Codes – A = Wee1 degr inh; B = Furin inhibitor; C = Thrombin inh; D = KLK5 inh; E = FXIIa inh; F = FXIa inh 1536; G = p97 ATPase inh; H = Cl transport mod; I = PERK inh
CN(c1ccccc1)S(=O)(=O)c1ccc(C(=O)Nc2nnc(-c3ccc(F)cc3)o2)cc1
  A: -6; B: -23; C: 1; D: -81; E: 6; F: -2; G: 7; H: 18*; I: 2.1
COC(=O)c1sccc1NC(=S)Nc1ccc(F)cc1
  A: 4; B: 4; C: 1; D: -6; E: -20; F: 3; G: -4; H: 1.1; I: -0.1
Cc1nn(-c2ccccc2)c(Cl)c1C(=O)Nc1nnc(C2CCCC2)s1
  A: 4; B: -13; C: -2; D: -8; E: 3; F: -3; G: -5; H: -0.14; I: -1.6
Cc1cc(C(=O)NCc2ccc(F)cc2)n(-c2ccccc2)n1
  A: -1; B: -14; C: -2; D: 1; E: 7; F: -3; G: 3; H: 0.78; I: -1.1
COc1cccc(NC(=O)CN2CCN(S(=O)(=O)c3ccc(F)cc3)CC2)c1
  A: -1; B: -18[20 µM]; C: -2; D: -5; E: 7; F: 3; G: -5; H: 0.23; I: -1.2

Remaining list, next part
Codes – A = Wee1 degr inh; B = Furin inhibitor; C = Thrombin inh; D = KLK5 inh; E = FXIIa inh; F = FXIa inh 1536; G = p97 ATPase inh; H = Cl transport mod; I = PERK inh
CC1CN(c2nc3ccccc3nc2C(C#N)C(=O)OC2CCCCC2)CC(C)O1 (stereo unspecified)
  A: 2; B: -17[20 µM]; C: 20; D: 64*; E: 1; F: 12; G: 2; H: -0.27; I: 0.8
O=C(c1ccc(S(=O)(=O)N2CCCCC2)cc1)N1CCCc2ccccc21
  A: 0; B: -19[20 µM]; C: -4; D: -5; E: 15; F: 1; G: -2; H: 0.088; I: 0.2
CCOC(=O)N1CCN(C(=O)Nc2ccccc2Cl)CC1
  A: -1; B: -1; C: 3; D: 6; E: 2; F: 4; G: -4; H: .; I: 0.1
Nc1nc(SCc2ccc3c(c2)OCCO3)n[nH]1
  A: -1; B: -9[20 µM]; C: -6; D: -12; E: 7; F: 0; G: -3; H: -0.74; I: 1.3
CC1CC(C)CN(C(=O)/C=C/c2ccc([N+](=O)[O-])s2)C1 (stereo unspecified)
  A: 0; B: -15; C: 6; D: -8; E: 3; F: -3; G: 2; H: 0.16; I: 2.7
CCOC(=O)c1cc(-c2ccc(F)cc2)n(CC(=O)NCc2cccnc2)c1C
  A: -3; B: -18; C: 28; D: -4; E: 5; F: -4; G: -4; H: 0.07; I: -0.2
O=C(Nc1cccc2oc(=O)ccc12)c1ccc([N+](=O)[O-])cc1[N+](=O)[O-]
  A: 2; B: -14; C: -12; D: -19; E: 2; F: -4; G: 2; H: .; I: 0.4
Cc1cc(C)c2c(CC(=O)O)coc2c1
  A: 0; B: -8; C: -1; D: 3; E: 14; F: 17; G: 1; H: 1.8; I: 1.0
CCOc1ccc(NC(=O)c2sc(N3CCOCC3)nc2-c2ccccc2)cc1
  A: -3; B: -14; C: -3; D: 5; E: -3; F: -9; G: -5; H: -0.14; I: 0.0
O=C1C=C(NCc2ccc(Cl)cc2)CCC1
  A: 3; B: -14; C: 14; D: 50*; E: 23; F: 5; G: -3; H: 0.048; I: -0.8
Cc1cc(N/N=C/c2ccccc2Br)nc2ccccc12
  A: -2; B: -16; C: 19; D: 42*; E: 32; F: 18; G: 0; H: -0.19; I: 0.1
O=C(CN1CCC(O)(c2ccccc2F)CC1)NCCc1c[nH]c2ccccc12
  A: 0; B: 0; C: 1; D: -12; E: 12; F: 2; G: -2; H: .; I: -1.9
Cc1cccc(NC(=S)NNC(=O)c2nn(C)cc2Cl)c1
  A: 1; B: -30[20 µM]; C: 5; D: -29; E: 9; F: 4; G: 2; H: 0.36; I: 1.1
C=CCOc1c(Br)cc(CNn2cn[nH]c2=S)cc1OC
  A: -5; B: -22; C: 7; D: -3; E: 9; F: -1; G: 3; H: 0.48; I: 0.8
CCN(CC)CCC(c1cc(OC)c(OC)c(OC)c1)c1c(OC)cc(OC)c2c(-c3ccccc3)cc(=O)oc12 (stereo unspecified)
  A: .; B: -9; C: -5; D: -2; E: 3; F: -2; G: .; H: 0.4; I: .
Cc1cccc2cc(C#N)c(NCCCn3ccnc3)nc12
  A: -3; B: -20; C: -2; D: -1; E: 11; F: 2; G: 8; H: -1.6; I: -0.6
O=C(OCc1nnc(-c2ccccc2)o1)C1=COCCO1
  A: 0; B: -21[20 µM]; C: -7; D: 4; E: 1; F: 4; G: 3; H: -0.44; I: 1.1
CC1Cc2ccccc2N1C(=O)c1cnc2ccccn2c1=O (stereo unspecified)
  A: -3; B: -9; C: 2; D: -17; E: 10; F: 0; G: 6; H: 0.49; I: -0.3
Cn1c(=O)[nH]c(=O)c2c1nc(SCCN1CCCCC1)n2Cc1ccccc1
  A: -1; B: -24[20 µM]; C: 7; D: -22; E: -2; F: -6; G: 0; H: 0.42; I: -0.2
COc1ccc2nc(N/C(=N/S(=O)(=O)c3cccs3)c3ccccc3Cl)sc2c1
  A: -2; B: -21; C: -2; D: 12; E: 6; F: 1; G: 0; H: 1.7; I: -0.7
O=C1CC(c2ccc(O)c(O)c2)Oc2cc(O)cc(O)c21 (stereo unspecified)
  A: .; B: -30; C: 4; D: -1; E: 8; F: 1; G: .; H: 0.018; I: .
O=C(N/N=C/C=C/c1ccco1)/C(=C/c1ccccc1)NC(=O)c1ccccc1
  A: 0; B: 6; C: 3; D: -18; E: 9; F: 8; G: 0; H: -0.43; I: -0.1
CCOc1ccc2cc(/C=C/C(=O)c3ccco3)c(Cl)nc2c1
  A: 0; B: 2[20 µM]; C: -1; D: -8; E: 8; F: 0; G: -1; H: -0.0071; I: -0.8
